# DUSP3 inh: inhibitors of human VHR1 phosphatase (DUSP3); P51452; recombinant VHR phosphatase, colorimetric substrate read-out; 50,000 compounds, 0.7% hits; inhibition, % at 20 µM; in the data active = inhibition above about 60%; note: some results filed as inactive read as strong as hits
# Target sequence (P51452 whole entry, looked up): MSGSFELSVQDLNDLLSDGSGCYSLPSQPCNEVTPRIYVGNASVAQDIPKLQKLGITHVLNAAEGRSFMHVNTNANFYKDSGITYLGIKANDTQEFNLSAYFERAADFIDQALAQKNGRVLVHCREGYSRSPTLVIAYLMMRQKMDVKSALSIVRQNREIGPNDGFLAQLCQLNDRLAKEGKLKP
# * = called active by the depositor. This is a subset (hit frequency here may not be typical).
SMILES,DUSP3 inh
Cc1ccc(N2C(=O)C3C4CC(=O)C(c5ccccc54)C3C2=O)cc1 (stereo not drawn),-4
Cc1ccc(CCSc2ccc(F)cc2)cn1,-3
COc1cc(NC(=O)c2cc(Cl)ccc2Cl)ccc1NC(=O)c1ccco1,-5
COc1ccc(S(=O)(=O)Nc2ccc([N+](=O)[O-])cc2)cc1,-22
CCc1c(C)nc2[nH]nc(-c3ccc(C)cc3)n2c1=O,6
Cc1cccc(NC(=O)c2c(NC(=O)c3ccc([N+](=O)[O-])cc3)sc3c2CCCC3)c1,-21
O=C(/C=C/Nc1cccc(C(F)(F)F)c1)c1ccccc1,-12
O=C(Nc1ccc(NC(=O)c2cccc3c(Br)cccc23)cc1)c1ccco1,14
O=C(COc1ccccc1Cl)Nc1ccc(NC(=O)c2ccc(Cl)cc2Cl)cc1,-2
NC(=O)OC(c1ccccc1[N+](=O)[O-])P(=O)(c1ccccc1)c1ccccc1 (stereo not drawn),-6
CCC(=O)Nc1ccccc1C(=O)N1CCN(Cc2ccccc2)CC1,2
CC(NC(=O)C(O)CN1CCOCC1)C1COc2ccccc2O1 (stereo not drawn),-15
CC1CC(C)(C)NCCNC(C)CC(C)(C)NCCN1 (stereo not drawn),-25
CCOc1ccc(/C=C2\C(=O)NC(=O)N(c3ccc(Cl)cc3)C2=O)cc1,0
O=C(c1cccc(Br)c1)N1N=C(c2ccc(F)cc2)CC1(O)C(F)(F)F (stereo not drawn),-22
CCOC(=O)c1c(C)n(CC(C)C)c2ccc(O)cc12,6
CC(=O)Nc1nnc(Cc2ccc(Cl)cc2)s1,-37
CC(=O)Nc1ccc(NC(=O)c2ccc(CN3CCOCC3)cc2)cc1,-8
CC(=O)c1cccc(NC(=O)CC2S/C(=N\N=C\c3ccccc3)NC2=O)c1 (stereo not drawn),10
CCCCCCN1C=CC(=C2C(=O)c3ccccc3C2=O)C=C1,4
O=C(COc1ccc(Br)cc1)Nc1cccc(I)c1,-21
O=c1cccc(-c2cccc([N+](=O)[O-])c2)o1,5
O=S(N1CCOCC1)C12CC3CC(CC(C3)C1)C2 (stereo not drawn),-14
CC(=O)c1c(-c2ccc(-c3ccccc3)cc2)nc2n(C)c3ccccc3n12,-2
O=C1CCCCCC1C1(O)C(=O)Nc2ccccc21 (stereo not drawn),-23
# The list continues.
SMILES,DUSP3 inh
Cc1ccc(/C(O)=C2\C(=O)C(=O)N(CCCC(=O)O)C2/C=C/c2ccccc2)cc1 (stereo not drawn),-11
CSc1nc2c(c(=O)n(C)c(=O)n2C)n1C,-9
COC(=O)c1c(-c2ccc(OC)c(OC)c2)csc1N,-3
Cc1cc(C)c(C(=O)/C(=C/c2ccc(I)cc2)c2ccccc2)c(=O)[nH]1,7
Cc1ccc2cccc(SCc3ccc([N+](=O)[O-])cc3)c2n1,-1
Cc1cc(Cl)cc(C)c1OCCCCNCCO,8
COc1cc(-c2ccc(NC(=O)c3ccc(F)cc3)c(OC)c2)ccc1NC(=O)c1ccc(F)cc1,-14
CCOc1cc(/C=C(\C#N)C(=O)c2ccccc2)ccc1O,51
O=C(CSc1nnc(-c2ccc(Cl)cc2Cl)o1)Nc1ccccc1,10
CC1=C(C(=O)OCc2ccccc2)C(c2ccccc2F)NC(=O)N1 (stereo not drawn),0
O=C1OC(c2cccs2)=N/C1=C\c1ccc(-c2ccccc2Cl)o1,0
Oc1c(Br)ccc(Cl)c1C=Nc1cccc2nsnc12,-11
CC(C)(C)c1ccc(-c2n[nH]c(=S)o2)cc1,-2
CCOc1ccc(N2C(=O)NC(=O)/C(=C\c3cc(C)n(-c4cccnc4)c3C)C2=O)cc1,-12
O=C1c2cccc3cccc(c23)C(=O)N1c1cccnc1,-7
CN(Cc1ccccc1)C(=O)CN(c1cccc([N+](=O)[O-])c1)S(=O)(=O)c1ccccc1,9
Nc1nnc(SCC(=O)Nc2cccc(C(F)(F)F)c2)s1,19
CC(CCc1ccccc1)NCC#N (stereo not drawn),-6
N#CSc1cnc(NC2CCCCC2)s1,-4
CC(C)CC(=O)NC(NC(=O)CC(C)C)c1ccccc1,-25
CCCc1nnc(NC(=O)CSc2ncn[nH]2)s1,1
COCCOC(=O)c1c(C)oc2ccc(OC(=O)c3cc4ccccc4o3)cc12,-3
N#CC1=C(N)C(C#N)(C#N)C(c2ccc(Cl)cc2Cl)C2CCCC=C12 (stereo not drawn),1
COc1ccccc1N(CC(=O)N1CCOCC1)S(=O)(=O)c1ccccc1,2
O=C(NCCOC(=O)c1ccccc1)c1ccc([N+](=O)[O-])cc1,5
# The list goes on:
SMILES,DUSP3 inh
CN1CCN(c2ccc([N+](=O)[O-])c(NCCOc3ccc(Cl)cc3)c2)CC1,-24
Cc1ccc(-c2nc3ccccc3o2)cc1NC(=O)c1ccc2c(c1)OCCO2,11
COc1cccc(C(=O)Nc2cccc(-c3cn4ccccc4n3)c2)c1,0
Cc1ccc(-c2nn(-c3ccccc3)cc2/C=C(\C#N)C(N)=O)o1,-2
CCC(CO)N1CC2([N+](=O)[O-])C=CCC([N+](=O)[O-])(C1)C2 (stereo not drawn),17
CCOc1ccccc1-c1nc(SCC(=O)O)n[nH]1,-25
COc1ccc(/C=N/N2CCN(Cc3cccc4ccccc34)CC2)c(OC)c1,-2
O=c1/c(=C/c2cc(Br)ccc2OCc2ccccc2F)sc2nc3ccccc3n12,-13
CCOc1cc(-c2ccc3c(c2)OCO3)cc(=O)c2c(C)oc(C)c12,5
COc1ccc(C2CC(=O)C3=C(C2)Nc2ccccc2NC3c2cc(Br)c(OC)c(OC)c2)cc1 (stereo not drawn),-1
CC1CCc2c(sc(NC(=O)COc3ccc(Cl)cc3Cl)c2C#N)C1 (stereo not drawn),-37
CCN1C(=O)/C(=C\c2ccc(OC)c([N+](=O)[O-])c2)C(C(=O)OC)=C1C,6
COc1ccc(-c2ccc(CO)o2)cc1,-12
CC(C)(C)c1ccc(/C=C2\NC(=S)N(c3ccccc3)C2=O)cc1,47
COc1ccc(S(=O)(=O)NC2CCS(=O)(=O)C2)cc1 (stereo not drawn),-78
O=c1oc2ccccc2c(O)c1C(c1cccnc1)c1c(O)c2ccccc2oc1=O,-14
COc1ccc(/C=C/C(=O)Nc2nc(-c3ccc(Cl)cc3)cs2)cc1OC,-7
CC1=CC(C)(C)N(C(=O)CN2C(=O)CCC2=O)c2ccccc21,-28
c1ccc(N2N=C(c3cccs3)CC2c2cccs2)cc1 (stereo not drawn),-6
Cc1cc(C)cc(N2C(=O)NC(=O)/C(=C\c3ccc(O)c(Br)c3)C2=O)c1,-13
CCN(CC)c1ccc(NC(=O)c2cc(Br)ccc2OC)cc1,0
COCCCNC(=O)/C(=C/c1cccc([N+](=O)[O-])c1)NC(=O)c1ccc(OC)cc1,0
Cc1cc(C)cc(N2C(=O)NC(=O)/C(=C\c3cc(Cl)c(OCC(=O)O)c(Cl)c3)C2=O)c1,-15
COc1cccc(OCCOCCN2CCCC2)c1,-1
COc1ccc(-c2nc3ccccc3c(C(=O)NC(C)(C)C)c2C)cc1,4

# An excerpt from above in order of molar mass, rising:
SMILES,DUSP3 inh
Cc1ccc(-c2nn(-c3ccccc3)cc2/C=C(\C#N)C(N)=O)o1,-2
CC(C)(C)c1ccc(/C=C2\NC(=S)N(c3ccccc3)C2=O)cc1,47
Cc1cc(C)cc(N2C(=O)NC(=O)/C(=C\c3ccc(O)c(Br)c3)C2=O)c1,-13

# Remaining list, next part.
SMILES,DUSP3 inh
CCOc1ccc(N2C(=O)NC(=O)/C(=C\C=C\c3ccccc3)C2=O)cc1,28
O=C1NC(=O)N(c2ccccc2)C(=O)/C1=C\c1ccccc1OCc1ccccc1F,-18
COc1ccccc1OCCn1cc(C=O)c2ccccc21,61
O=C(/C=C/c1ccc(F)cc1)c1ccccc1O,-5
COc1cc2ccccc2cc1C(=O)Nc1ccc(I)cc1Cl,-7
Fc1ccc(NC(=S)NCC2CCCO2)cc1 (stereo not drawn),20
Cc1ccc(C)c(NC(=O)C2CCC(C)(C(=O)O)C2(C)C)c1 (stereo not drawn),12
COc1ccc(S(=O)(=O)N(CCc2ccccc2)CC(=O)NC2CCCC2)cc1,-4
O=C(Nc1ccc(Cl)c(Cl)c1)c1cccc(F)c1,-11
CCc1cc(C)cc(OCCOc2ccc(C=C3C(=O)NC(=S)NC3=O)cc2)c1,-10
COc1nccnc1NS(=O)(=O)c1ccc(NC(=O)c2ccc(S(=O)(=O)N(C)C)cc2)cc1,-7
Cc1ccc(-c2nc(-c3cccnc3)no2)cc1[N+](=O)[O-],25
C=CCn1c(-c2ccc(OCC)cc2)n[nH]c1=S,-3
COc1ccc(-c2noc(-c3ccc(C)c([N+](=O)[O-])c3)n2)cc1OC,-2
CCN1C(=O)/C(=C\c2ccc(-c3ccc(C(=O)O)cc3)o2)N(CC)C1=S,-14
CCC(=O)N1N=C2C3CCN(CC3)C2C1c1cccc([N+](=O)[O-])c1 (stereo not drawn),-44
O=C(N/N=C/c1cc([N+](=O)[O-])ccc1O)/C(=C/c1cccs1)NC(=O)c1ccccc1,6
CN(C)CCCNC1CCCCCCCCCCC1,-33
CN(C)CCNC(=O)C(NC(=O)c1ccccc1)C12CC3CC(CC(C3)C1)C2 (stereo not drawn),22
Cc1ccc(C(=O)c2ccc(Br)cc2)cc1S(=O)(=O)Nc1cccc(O)c1,-5
COc1ccccc1N(CC(=O)Nc1ccc(F)c(Cl)c1)S(=O)(=O)c1ccccc1,-22
COC(=O)c1ccc(/C=C2\C(=O)NC(=S)N(c3cccc(Br)c3)C2=O)cc1,19
CCOc1cc(OCC)cc(C(=O)Nc2cc(-c3nc4ccccc4s3)ccc2C)c1,-29
O=C(O)/C=C/C(=O)OCCCCCCOC(=O)/C=C/C(=O)OCCCCCCO,-33
CCOc1ccccc1NC(=O)C(=O)NCC1CCCO1 (stereo not drawn),-6

# 21 entries out of the list, ordered by molecular weight, descending:
SMILES,DUSP3 inh
COc1ccc(C2CC(=O)C3=C(C2)Nc2ccccc2NC3c2cc(Br)c(OC)c(OC)c2)cc1 (stereo not drawn),-1
COc1nccnc1NS(=O)(=O)c1ccc(NC(=O)c2ccc(S(=O)(=O)N(C)C)cc2)cc1,-7
O=c1/c(=C/c2cc(Br)ccc2OCc2ccccc2F)sc2nc3ccccc3n12,-13
Cc1cccc(NC(=O)c2c(NC(=O)c3ccc([N+](=O)[O-])cc3)sc3c2CCCC3)c1,-21
O=C(Nc1ccc(NC(=O)c2cccc3c(Br)cccc23)cc1)c1ccco1,14
CCOc1cc(OCC)cc(C(=O)Nc2cc(-c3nc4ccccc4s3)ccc2C)c1,-29
O=C1NC(=O)N(c2ccccc2)C(=O)/C1=C\c1ccccc1OCc1ccccc1F,-18
CC1CCc2c(sc(NC(=O)COc3ccc(Cl)cc3Cl)c2C#N)C1 (stereo not drawn),-37
COc1ccc(/C=N/N2CCN(Cc3cccc4ccccc34)CC2)c(OC)c1,-2
CC(=O)c1c(-c2ccc(-c3ccccc3)cc2)nc2n(C)c3ccccc3n12,-2
COc1ccc(-c2nc3ccccc3c(C(=O)NC(C)(C)C)c2C)cc1,4
COc1cccc(C(=O)Nc2cccc(-c3cn4ccccc4n3)c2)c1,0
Cc1ccc2cccc(SCc3ccc([N+](=O)[O-])cc3)c2n1,-1
COc1ccc(S(=O)(=O)Nc2ccc([N+](=O)[O-])cc2)cc1,-22
CCCc1nnc(NC(=O)CSc2ncn[nH]2)s1,1
Cc1ccc(-c2nc(-c3cccnc3)no2)cc1[N+](=O)[O-],25
CCOc1ccccc1-c1nc(SCC(=O)O)n[nH]1,-25
CCOC(=O)c1c(C)n(CC(C)C)c2ccc(O)cc12,6
CN(C)CCCNC1CCCCCCCCCCC1,-33
Cc1ccc(CCSc2ccc(F)cc2)cn1,-3
N#CSc1cnc(NC2CCCCC2)s1,-4

# The list continues.
SMILES,DUSP3 inh
CCN(CC)CCNC(=O)c1ccc(Cl)c(Cl)c1,10
CCCOc1ccc(C(=O)Nc2ccc(O)c(-c3nc4ccccc4s3)c2)cc1,-12
Cc1ccc(/C=C2/SC(=S)N(NC(=O)c3ccccc3C)C2=O)cc1,-6
Cc1[nH]c2ccccc2c1/C=N/NC(=O)c1cccc(Br)c1,-2
O=c1[nH]c(=S)[nH]c(O)c1C=Nc1ccccc1-c1ccccc1,-26
C#CCOC(=O)CCN1C(=O)c2cccc3cccc(c23)C1=O,-28
COc1ccc(NC(=O)c2ccc(Cl)cc2)cc1Cl,-17
CCN1C(=O)/C(=C\c2ccc([N+](=O)[O-])cc2)C(C(=O)OC)=C1C,46
N/C(=N\OC(=O)Cc1ccc(Cl)cc1)c1cccnc1,-11
O=C(O)C1C2CCC(O2)C1C(=O)NCc1ccco1 (stereo not drawn),-7
C=C(Br)n1c(COc2ccccc2)nc2ccccc21,5
CCC1=NN2C(=N)/C(=C/c3ccc(-c4ccc([N+](=O)[O-])cc4Br)o3)C(=O)N=C2S1,-18
CCCc1c(O)nc(SCC(=O)O)[nH]c1=O,8
CC(=O)Nc1ccc(Nc2nc(-c3ccc(Cl)c(Cl)c3)cs2)cc1,6
Nc1nnc(COc2ccc(Cl)cc2Cl)s1,-19
CCOC(=O)C1=C(O)/C(=C/c2ccc(N(C)C)cc2)SC1=Nc1ccc([N+](=O)[O-])cc1,-5
Cc1cccnc1NC(=O)Nc1ccc(F)cc1,-12
Cc1ccc(N2C(=O)CC(Cc3ccc(Cl)cc3)C2=O)cc1 (stereo not drawn),-20
CC(=O)c1cccc(NC(=O)CC2S\C(=N/N=C/C=C/c3ccccc3)NC2=O)c1 (stereo not drawn),13
CCOc1cc(/C=N/n2cnnc2)ccc1OCCOc1cccc(C)c1,-3
COc1ccc(CCNC(=O)C(=O)Nc2cccc(Cl)c2Cl)cc1OC,-4
CCOc1ccc(C(=O)Nc2ccc(OC)c(OC)c2)cc1,-23
Cn1c(=O)cc(-c2ccccc2)c2cc(Cl)ccc21,-18
CCOC(=O)c1c(NC(=O)CCC(=O)OC)sc(C)c1C,15
CCOc1ccc(C2/C(=C(\O)c3ccccc3)C(=O)C(=O)N2CCN(C)C)cc1 (stereo not drawn),-6
COCCNC(=O)c1cc2nc(-c3ccccc3)cc(-c3ccccc3)n2n1,27
C=CCc1cccc2cc(C(=O)N3CCN(Cc4ccccc4)CC3)c(=O)oc12,-13
CC1=C(C(=O)Nc2ccccc2)C(c2ccc(-c3ccccc3)cc2)NC(=S)N1 (stereo not drawn),-19
COc1cccc(/C=C2\C(=O)NC(=O)N(c3cc(C)cc(C)c3)C2=O)c1OC,6

# Screening data (PubChem BioAssay)
